TbREL1 inh: TbREL1 RNA ligase inhibitors, primary screen, biochemical, FRET fluorescence | inhibition, % at 9.66 µM | TbREL1 RNA ligation | 89,000 tested, 0.49% active;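 active = inhibition above the mean inhibition across all screened compounds plus 3 SD, cut at about 11% in these data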;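 note: 0% = plate median of test wells and 100% = NSC42067 control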
Target sequence (P86926 whole entry, looked up): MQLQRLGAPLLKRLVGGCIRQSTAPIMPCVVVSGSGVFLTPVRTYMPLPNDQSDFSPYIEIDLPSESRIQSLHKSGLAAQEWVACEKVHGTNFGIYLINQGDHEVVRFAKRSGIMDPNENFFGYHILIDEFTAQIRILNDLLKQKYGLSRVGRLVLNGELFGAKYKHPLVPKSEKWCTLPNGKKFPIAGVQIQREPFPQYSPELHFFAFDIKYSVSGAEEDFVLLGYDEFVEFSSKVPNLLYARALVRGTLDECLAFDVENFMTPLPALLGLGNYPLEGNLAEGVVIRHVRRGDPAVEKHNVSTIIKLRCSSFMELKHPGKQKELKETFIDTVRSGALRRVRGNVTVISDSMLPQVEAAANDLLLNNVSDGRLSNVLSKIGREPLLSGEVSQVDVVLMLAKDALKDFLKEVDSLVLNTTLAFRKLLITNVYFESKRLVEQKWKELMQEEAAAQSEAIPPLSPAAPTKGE
An asterisk follows results filed as active. The list is partial. The share of hits here may be higher or lower than overall.

SMILES	TbREL1 inh
CN(C(=S)NC(=O)C1CC1)c1ccc(O)cc1	3
CCOC(=O)C(=O)N(Cc1ccccc1)c1ccccc1C(=O)Nc1cc(OC)ccc1OC	-2
C=CCn1cc(C(=O)N2CCN(C)CC2)c(=O)c2cc(S(=O)(=O)N3CCCC3)ccc21	0
CCCCn1c2c(c3ccccc31)CCc1nonc1-2	1
O=C(Nc1cccc(C(=O)N2CCOCC2)c1)NC1CCCCC1	-4
C=C(C)CSc1nnc(-c2cc(OC)c(OC)c(OC)c2)n1N	-1
CCc1cn(C2CC(O)C(CO)O2)c(=O)[nH]c1=O (stereo not drawn)	3
CC(C)CN1C(=O)C(=O)N(CC(=O)NC2CCCc3ccccc32)C1=O (stereo not drawn)	-2
O=C(COc1ccccc1)Nc1ccc(S(=O)(=O)N2CCCCCC2)cc1	-1
O=c1c2ccccc2oc2c1oc1ccccc12	0
Cc1cccc(Oc2nc3c(c(=O)n(C)c(=O)n3C)n2C)c1	10
CC1(C(=O)N(c2ccccc2)C(C(=O)NC2CCCC2)c2ccccn2)CC(=O)N=C2C=CC=CN21 (stereo not drawn)	1
COc1ccc(CCOC(=O)c2ccc(NC(=O)CC#N)cc2)cc1	-1
CC(=O)N1N=C(N)SC1(C)C	0
Cc1csc(=O)n1CCC(=O)OCC(=O)c1c(N)n(CC(C)C)c(=O)n(C)c1=O	0
Cc1ccc(C(=O)/C=C/c2c(C)nn(-c3ccccc3)c2Cl)cc1	-4
O=C(OCC(=O)C12CC3CC(CC(C3)C1)C2)c1ccc(O)cc1	-1
CCOc1ccc(NC(=O)CN(C)C(=O)CCCc2c[nH]c3ccccc23)cc1OCC	-1
Cc1nc2ccc(C(=O)N3CCN(C(=O)C(Cl)Cl)CC3)cc2n1C1CCCC1	-2
CCOC(=O)N1CCc2c(sc3ncn(C)c(=O)c23)C1	1
Cc1nc(N2CCN(C(=O)C3CCCCC3)CC2)c2c3c(sc2n1)CCCC3	10
N#CC1(NC(=O)COc2cc(F)ccc2[N+](=O)[O-])CCCCC1	6
CC(C)(C)CNC(=O)[C@]1(C)CCC[C@@]2(C)C3CC[C@@]4(C)C[C@]3(CCC21)CC4=O (stereo partly drawn)	-3
CCC1Sc2ccccc2N(CC(=O)NC2CCCC2)C1=O (stereo not drawn)	-1
CC(C)c1cc(C(=O)N2CCCC(Nc3ccc(F)cc3)C2)nc(N)n1 (stereo not drawn)	-7
COC(=O)c1ccc(Sc2ccccn2)c([N+](=O)[O-])c1	1
O=C1c2ccccc2C(=O)N1CCN1CCc2ccccc21	-1
COc1cc(C(C)=O)ccc1OCC(O)CNCC(O)c1ccccc1 (stereo not drawn)	0
Cc1ccc(-n2c(SCC(=O)N/N=C/c3ccccc3C(=O)O)nnc2-c2ccccc2)cc1	0
C=CCOc1ccc(C(=O)Nc2ccccc2C(=O)NCc2cccnc2)cc1	-2

3 entries from above, ordered by length of the SMILES, rising.
SMILES	TbREL1 inh
COc1cc(C(C)=O)ccc1OCC(O)CNCC(O)c1ccccc1 (stereo not drawn)	0
CC(C)c1cc(C(=O)N2CCCC(Nc3ccc(F)cc3)C2)nc(N)n1 (stereo not drawn)	-7
Cc1nc(N2CCN(C(=O)C3CCCCC3)CC2)c2c3c(sc2n1)CCCC3	10

The list continues.
SMILES	TbREL1 inh
C[C@@H]1CCC(=O)N(C[C@@H](C)CSc2ccccc2)CC1	1
COC(=O)N/N=C(\CCC(=O)O)c1cccs1	-1
Cc1cccc(N2C(=O)CC(N3CCN(C(=O)c4ccccc4)CC3)C2=O)c1 (stereo not drawn)	0
CC(NC(=O)c1ccc(N(C)C)cc1)c1ccc(F)cc1 (stereo not drawn)	-1
O=C(O)C1CC=CCC1C(=O)Nc1ccc(N2CCN(Cc3ccccc3)CC2)cc1 (stereo not drawn)	-1
NS(=O)(=O)c1ccc(NC(=O)c2cccc(Cl)c2)cc1	9
COc1ccccc1N1CCN(Cc2ccc(Br)o2)CC1	-1
COc1ccc(CCN=C(N)NS(=O)(=O)c2cc(F)ccc2F)cc1	-3
Cc1noc(C)c1N=Nc1ccccc1C(=O)O	1
O=C(NNc1nc2cc3c(cc2s1)OCO3)c1cccc(F)c1	-7
CCn1c(SC/C=C/c2ccccc2)nnc1-c1cnccn1	1
Cn1c(CN2CCOCC2)nc2cc(NC(=O)c3ccc(Cl)cc3)ccc21	1
Cc1ccccc1N1CC(C(=O)N2CC(C)OC(C)C2)CC1=O (stereo not drawn)	3
Cc1ccc(-n2nnnc2SCC(=O)N2c3ccccc3NC(=O)C2(C)C)cc1	-3
Cn1cc(C2N3CC4(C)CN2CC(C)(C3)C4=O)c2ccccc21 (stereo not drawn)	-3
COc1ccc(/C=N\Nc2ccc([N+](=O)[O-])cc2[N+](=O)[O-])c(C(=O)O)c1OC	2
O=C(Nc1ccc2oc(-c3ccccc3)nc2c1)c1ccccc1F	-1
O=C(CN1c2ccccc2S(=O)(=O)c2ccccc21)NCc1ccccc1	4
N#CCSc1nc2c(cc1C#N)CCCC2	0
CCCCCOC(=O)NC1CCS(=O)(=O)C1 (stereo not drawn)	0

A draw from above in order of molar mass, lowest first.
SMILES	TbREL1 inh
N#CCSc1nc2c(cc1C#N)CCCC2	0
Cc1noc(C)c1N=Nc1ccccc1C(=O)O	1
CCCCCOC(=O)NC1CCS(=O)(=O)C1 (stereo not drawn)	0
CC(NC(=O)c1ccc(N(C)C)cc1)c1ccc(F)cc1 (stereo not drawn)	-1
C[C@@H]1CCC(=O)N(C[C@@H](C)CSc2ccccc2)CC1	1
NS(=O)(=O)c1ccc(NC(=O)c2cccc(Cl)c2)cc1	9
Cc1ccccc1N1CC(C(=O)N2CC(C)OC(C)C2)CC1=O (stereo not drawn)	3
CCn1c(SC/C=C/c2ccccc2)nnc1-c1cnccn1	1
O=C(NNc1nc2cc3c(cc2s1)OCO3)c1cccc(F)c1	-7
O=C(Nc1ccc2oc(-c3ccccc3)nc2c1)c1ccccc1F	-1
COc1ccc(CCN=C(N)NS(=O)(=O)c2cc(F)ccc2F)cc1	-3
Cc1cccc(N2C(=O)CC(N3CCN(C(=O)c4ccccc4)CC3)C2=O)c1 (stereo not drawn)	0
O=C(CN1c2ccccc2S(=O)(=O)c2ccccc21)NCc1ccccc1	4
Cn1c(CN2CCOCC2)nc2cc(NC(=O)c3ccc(Cl)cc3)ccc21	1
C=CCOc1ccc(C(=O)Nc2ccccc2C(=O)NCc2cccnc2)cc1	-2
COc1ccc(/C=N\Nc2ccc([N+](=O)[O-])cc2[N+](=O)[O-])c(C(=O)O)c1OC	2
Cc1ccc(-n2nnnc2SCC(=O)N2c3ccccc3NC(=O)C2(C)C)cc1	-3
O=C(O)C1CC=CCC1C(=O)Nc1ccc(N2CCN(Cc3ccccc3)CC2)cc1 (stereo not drawn)	-1
Cc1ccc(-n2c(SCC(=O)N/N=C/c3ccccc3C(=O)O)nnc2-c2ccccc2)cc1	0

Additional results follow.
SMILES	TbREL1 inh
O=C(CSc1nnc(-c2ccccc2)n1-c1ccccc1)Nc1ccc(Oc2ccccc2)cc1	-1
COc1ccc(C(CNC(=O)COc2c(C)cc(C)cc2C)N2CCOCC2)cc1 (stereo not drawn)	-1
CCOc1ccc(S(=O)(=O)N2CCN(C(=O)Cc3n[nH]c(=O)c4ccccc34)CC2)cc1	0
CCC(=O)Nc1sc2c(c1C(N)=O)CCN(C(C)=O)C2	-2
COc1ccc(C)cc1S(=O)(=O)N1CCN(C(=O)c2ncoc2-c2ccccc2C)CC1	-2
CC(C)S(=O)(=O)c1csc(C(=O)NN)c1Cl	3
O=c1cc(-c2cccc3ccccc23)[nH][nH]1	2
CC(=O)Nc1ccc(-c2ccnc3c2CC(C(=O)Nc2cccnc2)O3)cc1 (stereo not drawn)	0
O=c1c(C=Nc2ccc(Oc3ccccc3)cc2)c[nH]n1-c1cccc(Cl)n1	-2
COC(=O)/C(=N/Nc1cccc(C)c1)N1CCCc2ccccc21	-2
CC(=O)C1=C(O)C(=O)N(CCc2ccccc2)C1c1ccccc1[N+](=O)[O-] (stereo not drawn)	3
CNC(=O)c1cc(Oc2ccc(NC(=O)Nc3ccc(Cl)c(C(F)(F)F)c3)cc2)ccn1	4
CC(C)(C)c1ccc(C(=O)NNC(=O)CNC(=O)c2cccs2)cc1	0
COc1cc(C(=O)Nc2ccc(S(=O)(=O)Nc3cc(C)nc(C)n3)cc2)cc(OC)c1OC	1
Cc1nc2nc(C)c(CCC(=O)NC(C)c3ccc4c(c3)OCCO4)c(C)n2n1 (stereo not drawn)	-1
N#CCC(=O)Nc1ncc(Cc2ccccc2Cl)s1	2
CC(C)Cn1c(=O)c(CCC(=O)Nc2ccc(N3CCOCC3)cc2)nc2cc(Cl)ccc21	-3
COc1ccc(NC(=O)c2ccc(-c3ccc(C(C)=O)cc3)o2)cn1	-5
CC1(C)Cc2c(sc3c2c(=O)n(-c2cccc(Cl)c2)c(=O)n3CC(N)=O)CO1	1
COc1ccc(CC(=O)Oc2ccccc2C)cc1S(=O)(=O)N1CCOCC1	-1
COc1ccc(-c2nnc3ccc(SC)nn23)cc1	7
COc1cccc(/C=N/NC(=O)c2nnn(-c3nonc3N)c2C(C)C)c1	1
CCC(C)[C@@H](C(=O)Nc1ccc(OC)c(OC)c1)N1Cc2ccccc2C1=O (stereo partly drawn)	0
Cc1ccc(NC(=O)[C@H]2CC(=O)O[C@@H]2c2ccccc2)cc1C	2
COc1cccc(-c2nn(C)c3sc(C(=O)NCc4ccc(C)cc4)cc23)c1	-3
CN(CCc1ccccc1)C(=O)c1cccc(NC(=O)Cc2cccc(NC(=O)C3CCCN(C(=O)C4CCC4)C3)c2)c1 (stereo not drawn)	2
O=C(Nc1ccc(Cl)cc1)c1ccc(-n2cccn2)c([N+](=O)[O-])c1	0
C=C1c2cc(C)ccc2NC(=O)N1c1ccc(C)cc1	-1
COCCCNC(=O)CCn1c(=O)c2ccccc2n(CC(=O)NCCc2ccc(OC)c(OC)c2)c1=O	-3
Cc1ccc(C)n1-c1nnc(N2CCC(C(=O)NCCCN3CCN(C)CC3)CC2)s1	0
COC(=O)c1c(NC(=O)c2ccoc2C)sc2c1CCC2	0
COC(=O)C1=C(C)N(Cc2cccc(C(F)(F)F)c2)C(=NCc2ccc(C(F)(F)F)cc2)NC1c1ccccc1C(F)(F)F (stereo not drawn)	18*
CC1CCCC(NC(=S)Nc2ccc(SC(F)F)cc2)C1C (stereo not drawn)	-3
O=C(NCCC1=CCCCC1)C1CCCN(S(=O)(=O)c2cccnc2)C1 (stereo not drawn)	0
NC(=O)c1oc2ccccc2c1NC(=O)c1ccccc1	4
CCCn1c(=O)c(C(=O)NNS(=O)(=O)c2ccc(Cl)cc2)c(O)c2ccccc21	-2
Cc1cccc(C(=O)OCC(=O)N2CCCC2=O)c1[N+](=O)[O-]	2
O=C(NN1CCOCC1)c1cccc2ccccc12	8
CSC(=N/N=C(\N)c1cnccn1)SC	7
CCCN(CC1CC1)C(=S)NC(=O)c1ccccc1C	2
Cc1csc(NC(=O)CSc2nnc(Cc3cccn3C)n2-c2ccc(F)cc2)n1	-11
COc1cc(C2C3=C(Nc4ncnn42)c2ccccc2CC3)cc(OC)c1OC (stereo not drawn)	-6
CC1CC(C)(C)CC2(C1)NC(=O)N(CC(=O)N1CCN(S(=O)(=O)c3ccc(F)c(F)c3F)CC1)C2=O (stereo not drawn)	-8
CC1CCCCC12NC(=O)N(CC(=O)N1CCN(Cc3ccc(C#N)cc3)CC1)C2=O (stereo not drawn)	4
COc1ccc(N(CC(=O)NC2CCCCC2)C(=O)CNC(=O)c2cccs2)cc1OC	2
COC(=O)C1=C(C)N=C2SCCC(=O)N2C1c1ccc(C(=O)OC)cc1 (stereo not drawn)	-1
Clc1cccc(CSc2nnc(-c3sccc3-n3cccc3)o2)c1	-2
Cc1ccccc1C(=O)Nc1ccccc1C(=O)N/N=C\c1ccco1	-1
C[n+]1c2n(c3ccccc31)N=C(c1ccc(Br)cc1)CS2	8
CCOC(=O)N1CCN(C(=O)c2cn(C)c3ccc(S(=O)(=O)N4CCC(C)CC4)cc3c2=O)CC1	6

New compounds follow:
SMILES	TbREL1 inh
COC(=O)c1c(C)[nH]c(C(=O)COC(=O)Cc2ccc3c(c2)OCCO3)c1C	3
COc1ccc(C2C(C(N)=O)=C(C)Nc3nc(-c4ccccc4Cl)nn32)c(OC)c1 (stereo not drawn)	0
COc1ccc(Nc2nc(N)nc(SCc3nnc(C)s3)n2)cc1	-1
COc1cc(-c2nn3c(Cc4ccccc4)nnc3s2)cc(OC)c1OC	5
COC(=O)[C@]12C[C@H](CC(=O)NCc3cccc4ccccc34)C(=O)N(Cc3cccc4ccccc34)C1=C[C@H](C1CCCC1)O[C@@H]2C	2
O=C(CCC(=O)Nc1nnc(C2CCCCC2)s1)Nc1ccc(F)cc1	-2
COc1cccc(NC(=O)C(NCCC(C)C)c2ccccc2)c1 (stereo not drawn)	1
Cc1ccc(NC(=S)N/N=C/c2c(C)nn(-c3ccccc3)c2N2CCCC2)cc1	-6
N#C/C(=N/Nc1ccc([N+](=O)[O-])cc1)C(=N)N1CCCCC1	10
CCN(CC)C(=O)c1cc(Cl)ccc1NC(=O)c1ccco1	0
O=C(Nc1ccc2c(c1)OCO2)N1CCN(S(=O)(=O)c2ccc(Cl)cc2)CC1	-4
COCCN1C(=O)c2oc3ccccc3c(=O)c2C1c1ccc(O)c(OC)c1 (stereo not drawn)	-1
N#Cc1nc(COc2ccc(Cl)cc2Cl)oc1N1CCOCC1	-2
N#Cc1ccc(OCC(=O)Nc2nc(-c3cccnc3)cs2)cc1	5
O=C(NCCC1CCCCN1S(=O)(=O)c1ccccc1)C(=O)NC1CCCC1 (stereo not drawn)	4
CC(=O)Nc1ccc(S(=O)(=O)NC2CCSc3ccccc32)cc1 (stereo not drawn)	0
COc1ccc(C(C)=O)cc1CSc1nncn1C	-1
CCCNC(=O)N(C)C[C@@H]1Oc2cc(C#CC(C)(C)O)ccc2S(=O)(=O)N([C@H](C)CO)C[C@H]1C	-3
O=S1(=O)c2c(cccc2N2CC[C@H](O)C2)O[C@@H]2CCN1C2	1
Cc1ccccc1C(=O)Nc1cc(-c2cc(C(C)(C)C)oc2C)nn1C	-5
CCOC(=O)C1CCCN(C(=O)c2cc3ccccc3oc2=O)C1 (stereo not drawn)	10

Screening data deposited in PubChem by The Scripps Research Institute Molecular Screening Center.
